# SRC1 inh: human NCOA1 inhibition | HEK293 GAL4-SRC1 luciferase reporter, luminescence | inhibition, % at 3.6 µM | hit rate 0.12% among 360,000 | AID 588354;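 active means inhibition above the campaign mean plus 3 SD, with each screening campaign given its own cutoff, cut at about 60% in these data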;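 further: 0% = DMSO treated cells and 100% = gossypol at 36 µM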
# Target sequence (Q15788 whole entry, looked up, the tested form may be a part): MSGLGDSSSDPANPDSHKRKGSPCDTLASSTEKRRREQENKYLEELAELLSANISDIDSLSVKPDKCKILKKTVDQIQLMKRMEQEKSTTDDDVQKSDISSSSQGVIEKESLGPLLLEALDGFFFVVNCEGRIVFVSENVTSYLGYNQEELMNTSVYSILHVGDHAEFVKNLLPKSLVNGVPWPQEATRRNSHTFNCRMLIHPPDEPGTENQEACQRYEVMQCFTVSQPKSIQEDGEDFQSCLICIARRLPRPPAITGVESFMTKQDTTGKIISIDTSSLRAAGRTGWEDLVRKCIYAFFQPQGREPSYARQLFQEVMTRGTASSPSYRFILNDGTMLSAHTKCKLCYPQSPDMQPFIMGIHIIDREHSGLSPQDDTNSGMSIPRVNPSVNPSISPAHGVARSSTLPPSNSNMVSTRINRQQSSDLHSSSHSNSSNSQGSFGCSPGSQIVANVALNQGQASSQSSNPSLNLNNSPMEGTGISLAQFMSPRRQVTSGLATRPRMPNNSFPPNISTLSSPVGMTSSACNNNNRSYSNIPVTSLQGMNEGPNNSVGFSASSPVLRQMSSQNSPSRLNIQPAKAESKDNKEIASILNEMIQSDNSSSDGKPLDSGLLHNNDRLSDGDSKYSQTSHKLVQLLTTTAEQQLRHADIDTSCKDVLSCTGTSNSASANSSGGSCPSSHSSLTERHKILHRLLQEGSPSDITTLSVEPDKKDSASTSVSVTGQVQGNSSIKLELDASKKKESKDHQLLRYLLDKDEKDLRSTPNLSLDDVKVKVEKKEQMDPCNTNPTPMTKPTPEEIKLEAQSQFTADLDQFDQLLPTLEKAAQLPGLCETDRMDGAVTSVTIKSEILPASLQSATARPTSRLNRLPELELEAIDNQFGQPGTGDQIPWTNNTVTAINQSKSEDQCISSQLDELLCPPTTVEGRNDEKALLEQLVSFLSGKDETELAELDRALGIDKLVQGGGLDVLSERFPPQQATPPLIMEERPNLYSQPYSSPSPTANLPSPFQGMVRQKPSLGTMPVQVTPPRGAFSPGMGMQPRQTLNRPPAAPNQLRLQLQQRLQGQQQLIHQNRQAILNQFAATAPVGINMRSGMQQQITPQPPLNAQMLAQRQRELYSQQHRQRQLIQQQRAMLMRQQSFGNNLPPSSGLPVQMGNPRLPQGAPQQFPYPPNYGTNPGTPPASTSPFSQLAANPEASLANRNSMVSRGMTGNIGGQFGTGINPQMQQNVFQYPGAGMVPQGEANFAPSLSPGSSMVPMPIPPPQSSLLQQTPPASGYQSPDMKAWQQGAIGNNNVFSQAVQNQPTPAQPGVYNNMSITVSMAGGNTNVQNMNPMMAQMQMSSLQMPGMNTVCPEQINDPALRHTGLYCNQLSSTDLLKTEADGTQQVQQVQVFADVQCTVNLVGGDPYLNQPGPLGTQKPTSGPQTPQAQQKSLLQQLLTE
# NCOA3 inh: human NCOA3 inhibition; hit rate 0.17% among 360,000; HEK293 GAL4-SRC3 luciferase reporter, luminescence; Q9Y6Q9; inhibition, % at 3.6 µM;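 active means inhibition above a per-campaign cutoff, the mean of all compounds plus 3 SD, cut at about 60% in these data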;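 further: 0% = DMSO-treated cells and 100% = gossypol-treated cells at 36 µM; higher means less SRC3-driven luciferase light from the GAL4 reporter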
# NOD2 RIPK2 PPI: blocks binding of human NOD2 to RIPK2; O43353; CHO BLA complementation NOD2-RIPK2, CCF4 ratio; inhibition, % at 4.98 µM; hit rate 0.38% among 360,000; AID 624267; in the data active means inhibition above about 21%;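 further: 0% = vehicle only and 100% = reference blocker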
# COUP-TFII inh: blocks human COUP-TFII nuclear receptor | HEK293T NGFI-A luciferase reporter, luminescence | hit rate 0.7% among 370,000 | P24468 | inhibition, % at 8.6 µM | AID 686940;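 active means inhibition above a per-plate cutoff, mean inhibition of test wells between control levels plus 3 SD, cut at about 38% in these data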;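 further: cells cotransfected with COUP-TFII expression vector driving the NGFI-A reporter; 0% = median of COUP-TF2 test wells and 100% = reporter-only cells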
# TWEAK Fn14 block: inhibitors of TWEAK-Fn14 interaction signaling; TWEAK-stimulated Fn14 reporter cells, luciferase luminescence, 8 h; inhibition, % at 10 µM; hit rate 2% among 360,000; AID 1159606; in the data active means inhibition above about 50%
# EBV LMP1 NFkB: reduces LMP1-driven NF-kappaB luciferase signal; LMP1-induced NF-kappaB luciferase reporter cells, luminescence; inhibition, % at 12.5 µM; hit rate 0.69% among 350,000; in the data active means inhibition above about 41%;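 further: 0% = neutral control wells and 100% = reference inhibitor control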
# TRAIL sens C8: sensitizes caspase-8 expressing cells to TRAIL. NB7+C8 cells + TRAIL, ATPlite viability luminescence. inhibition (viability loss, TRAIL sensitization), % at 10 µM. hit rate 1% among 360,000;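 active means compounds causing at least 50% loss of cell viability in the single-dose screen, relative to plate controls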
# TROY signal inh: blocks TROY-dependent signaling in reporter cells; Q293 LMP1-TROYcd NF-kB luciferase reporter, 4 h; inhibition, % at 10 µM; hit rate 0.98% among 360,000;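 active means compounds whose plate-normalised and pattern-corrected inhibition of the luciferase reporter signal at the single screening dose is 50% or more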
# NCOA2 inhibitor: inhibits human steroid receptor coactivator 2; Q15596; HEK293 GAL4-SRC2 luciferase reporter, luminescence; inhibition, % at 9 µM; hit rate 0.17% among 370,000; AID 651957;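 active means inhibition above the mean inhibition of all tested compounds plus 3 SD, set per campaign, cut at about 52% in these data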;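 further: 0% = DMSO treated cells and 100% = cells given Gossypol at 36 µM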
# LRH-1 inv ag: suppresses constitutive activity of human LRH-1 | hit rate 0.13% among 360,000 | AID 602396 | O00482 | inhibition, % at 3.6 µM | HEK293T StAR-luciferase reporter, LRH-1 transfected, 24 h;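 active means inhibition above the mean inhibition of all tested compounds plus 3 SD, cut at about 73% in these data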;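 further: 0% = DMSO wells and 100% = reporter-only cells lacking LRH-1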
# TLR9-MyD88 block: TLR9-MyD88 interaction inhibition; hit rate 0.21% among 340,000; inhibition, % at 4.98 µM; AID 504734; CHO BLA complementation TLR9-MyD88, CCF4 FRET ratio;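 active means inhibition above the mean over all tested compounds plus 3 SD, cut at about 21% in these data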;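 further: 0% = DMSO only wells and 100% = clavulanate BLA inhibitor control wells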
# Active calls of the source: *; nt = not tested or not shown. This is a subset, so the mix of outcomes need not match the whole.
1	O=C(c1ccco1)N1CCN(C(=S)Nc2cccc([N+](=O)[O-])c2)CC1
2	CCOC(=O)C1=CCC(c2ccccc2)N(S(=O)(=O)c2ccc(C)cc2)[C@H]1CC (stereo partly specified)
3	O=C1OCCN1CC(=O)N1CCc2c([nH]c3ccccc23)C1c1ccccn1 (stereo unspecified)
4	Oc1ccccc1CNc1ccc(Br)cn1
5	CCN(CC)C(=O)COC(=O)c1ccc(O)cc1
6	Cc1ccc(NC(=O)C2=C(C(=O)O)CCCC2)cc1Br
7	COCCn1nnnc1C(c1cccc(C(F)(F)F)c1)N1CCN(Cc2ccccc2)CC1 (stereo unspecified)
8	CC(Nc1nc(Nc2ccc(F)cc2)nc(SCC(N)=O)n1)c1ccccc1 (stereo unspecified)

assay / compound,1,2,3,4,5,6,7,8
SRC1 inh,-3,nt,-7,-84,-5,-3,4,6
NCOA3 inh,-23,nt,11,-89,-5,-28,-10,-9
NOD2 RIPK2 PPI,-14,-1,22*,6,0,3,4,8
COUP-TFII inh,2,-10,1,-24,11,1,12,-7
TWEAK Fn14 block,-3,nt,-2,90*,9,-12,0,7
EBV LMP1 NFkB,6,nt,-3,1,17,2,-6,0
TRAIL sens C8,4,16,-10,18,-25,-19,-14,-3
TROY signal inh,-2,nt,29,-40,1,-33,-8,13
NCOA2 inhibitor,-25,5,-30,-12,-21,-11,19,1
LRH-1 inv ag,2,-16,0,-124,-4,2,-3,20
TLR9-MyD88 block,-5,nt,-13,4,-1,16,-5,-2

9	CN1CCN(c2ccc(Cl)cc2NC(=O)CN2C(=O)NC(C)(c3ccccc3)C2=O)CC1 (stereo unspecified)
10	CCOC(=O)c1nn(-c2ccc(F)cc2)c2nc(CC(C)C)c(C#N)c(=O)n12
11	CCN(CC)c1ccc(/C=N/n2c(C)nc3ccccc3c2=O)cc1
12	COC(=O)c1cc(-c2ccc(F)cc2)n(-c2ccccc2)n1
13	COC(=O)Oc1ccc(/C=N/NC(=O)CSCc2ccccc2Br)cc1OC
14	Cc1ccc(S(=O)(=O)Nc2ccc(N3CCCCC3)cc2)cc1
15	Cc1cccc(NC(=O)NNC(=O)c2ccc(C)c([N+](=O)[O-])c2)c1
16	CCOC(=O)Cn1c2ccccc2n2nc(CCC(=O)O)c(=O)nc12

assay / compound,9,10,11,12,13,14,15,16
SRC1 inh,-23,-3,7,5,18,-4,6,-57
NCOA3 inh,-9,7,-12,0,13,12,5,-1
NOD2 RIPK2 PPI,-13,-1,-11,-7,1,5,-1,-4
COUP-TFII inh,-9,5,-1,6,26,-5,8,-1
TWEAK Fn14 block,-10,5,16,2,19,7,8,-17
EBV LMP1 NFkB,4,5,-7,8,11,4,1,-7
TRAIL sens C8,8,5,-5,-4,7,-3,1,-5
TROY signal inh,9,8,-19,4,2,-1,2,4
NCOA2 inhibitor,-6,-9,-13,5,28,2,-5,-56
LRH-1 inv ag,2,-26,12,-1,34,-10,7,-10
TLR9-MyD88 block,-12,2,-6,5,-4,2,0,3

17	CCCCN1C(=O)C(=O)NC[C@H]1Cc1cccc2ccccc12
18	Cc1cc(=O)c2ccccc2s1
19	Cn1cc(S(=O)(=O)NC[C@H]2O[C@@H](n3ccc(=O)[nH]c3=O)[C@H](O)[C@@H]2O)cn1
20	CC(C)CCNC(=O)NC(=O)COC(=O)/C=C/c1cc(Br)ccc1F
21	CS(=O)(=O)c1ccc(C(=O)OCC(=O)NC(=O)C2COc3ccccc3O2)cc1[N+](=O)[O-] (stereo unspecified)
22	CCCCNC(=O)c1nc(-c2cccnc2OC)oc1-c1ccc(Cl)cc1
23	O=C(c1ccc(F)cc1)C1CCN(Cc2cn[nH]c2-c2ccccc2)CC1
24	O=c1c2c([nH]c3ccccc13)CCCCCC2

assay / compound,17,18,19,20,21,22,23,24
SRC1 inh,nt,21,-4,-12,-10,nt,-12,3
NCOA3 inh,nt,10,11,13,14,nt,10,-11
NOD2 RIPK2 PPI,-1,-5,-8,4,-4,-14,-12,6
COUP-TFII inh,-5,-14,-9,nt,12,-18,-18,-8
TWEAK Fn14 block,14,-5,11,6,55*,nt,24,0
EBV LMP1 NFkB,nt,-5,1,4,-26,nt,-3,-7
TRAIL sens C8,0,-11,-3,-1,-2,-6,10,41
TROY signal inh,-3,2,-6,17,8,nt,6,-3
NCOA2 inhibitor,0,5,-18,nt,-9,4,-5,-8
LRH-1 inv ag,14,5,4,-10,3,9,1,-2
TLR9-MyD88 block,nt,-8,-2,2,-21,nt,-9,7

# Some of these compounds in order of molecular weight, largest number first:
13	COC(=O)Oc1ccc(/C=N/NC(=O)CSCc2ccccc2Br)cc1OC
20	CC(C)CCNC(=O)NC(=O)COC(=O)/C=C/c1cc(Br)ccc1F
19	Cn1cc(S(=O)(=O)NC[C@H]2O[C@@H](n3ccc(=O)[nH]c3=O)[C@H](O)[C@@H]2O)cn1
22	CCCCNC(=O)c1nc(-c2cccnc2OC)oc1-c1ccc(Cl)cc1
23	O=C(c1ccc(F)cc1)C1CCN(Cc2cn[nH]c2-c2ccccc2)CC1
16	CCOC(=O)Cn1c2ccccc2n2nc(CCC(=O)O)c(=O)nc12
15	Cc1cccc(NC(=O)NNC(=O)c2ccc(C)c([N+](=O)[O-])c2)c1
17	CCCCN1C(=O)C(=O)NC[C@H]1Cc1cccc2ccccc12
24	O=c1c2c([nH]c3ccccc13)CCCCCC2

assay / compound,13,20,19,22,23,16,15,17,24
SRC1 inh,18,-12,-4,nt,-12,-57,6,nt,3
NCOA3 inh,13,13,11,nt,10,-1,5,nt,-11
NOD2 RIPK2 PPI,1,4,-8,-14,-12,-4,-1,-1,6
COUP-TFII inh,26,nt,-9,-18,-18,-1,8,-5,-8
TWEAK Fn14 block,19,6,11,nt,24,-17,8,14,0
EBV LMP1 NFkB,11,4,1,nt,-3,-7,1,nt,-7
TRAIL sens C8,7,-1,-3,-6,10,-5,1,0,41
TROY signal inh,2,17,-6,nt,6,4,2,-3,-3
NCOA2 inhibitor,28,nt,-18,4,-5,-56,-5,0,-8
LRH-1 inv ag,34,-10,4,9,1,-10,7,14,-2
TLR9-MyD88 block,-4,2,-2,nt,-9,3,0,nt,7

# Next part
25	CC(C)CC1Nc2ncnc(N3CCN(c4ccccc4)CC3)c2N(Cc2ccc(Cl)cc2)C1=O (stereo unspecified)
26	O=C(c1ccccc1)N1CCCC(C(=O)N2CCN(c3ccccc3)CC2)C1 (stereo unspecified)
27	COc1ccc(NC(=S)N2CCC3CC2c2cc(-c4ccc5c(c4)OCO5)ccc23)c(OC)c1 (stereo unspecified)
28	COc1ccc(NC(C)=O)cc1CP(=O)(c1ccccc1)c1ccccc1
29	Cn1cnc(S(=O)(=O)N2CCCCC2c2cc(C(=O)Nc3cccc(C#N)c3)no2)c1 (stereo unspecified)
30	CC(=O)Nc1ccc(N(C(=O)CNC(=O)c2ccco2)C(C(=O)NCc2ccco2)c2ccccc2)cc1 (stereo unspecified)
31	COc1cccc(CNS(=O)(=O)c2cc3c4c(c2)CCN4C(=O)CC3)c1
32	Cc1ccc(NC(=O)CNC(=O)c2cccs2)nc1

assay / compound,25,26,27,28,29,30,31,32
SRC1 inh,6,-24,7,-20,-23,-9,-16,-2
NCOA3 inh,-9,15,22,-3,-6,12,13,-20
NOD2 RIPK2 PPI,3,-8,0,4,-1,-13,6,7
COUP-TFII inh,3,-5,1,-9,16,20,11,8
TWEAK Fn14 block,10,-1,-3,2,-8,1,-8,-5
EBV LMP1 NFkB,-29,-10,nt,0,nt,7,-13,-10
TRAIL sens C8,-2,4,17,-8,-4,-13,1,9
TROY signal inh,0,-4,6,-5,10,-1,2,-3
NCOA2 inhibitor,17,4,12,-25,-72,-4,5,-20
LRH-1 inv ag,-6,-14,20,4,-7,1,1,-3
TLR9-MyD88 block,1,-7,nt,4,nt,1,6,0

33	CC(N)c1ccc(Cl)cc1Cl (stereo unspecified)
34	Cc1ccc(CN(c2ccc(C(=O)N3CCCC3)cc2)S(C)(=O)=O)cc1
35	COc1ccc(N(C(=O)c2snc(C(N)=O)c2N)C(C(=O)NC2CCCC2)c2ccc3ncccc3c2)cc1 (stereo unspecified)
36	COc1ccc(Cc2nc3ccccc3n2CC(=O)N/N=C/c2ccc(O)cc2)cc1OC
37	CCOCCc1nnc(NC(=O)c2ccc(OC)c(OC)c2)s1
38	CC(C)c1ccc(N2CC(C(=O)Nc3nccs3)CC2=O)cc1 (stereo unspecified)
39	COc1cc(-c2nnn(CC(=O)N3CCOCC3)n2)cc(OC)c1OC
40	CC(C)C[C@H]1CN([C@@H](CC(C)C)CN2CCCC2CN2C(=S)NC[C@@H]2Cc2ccc(O)cc2)C(=S)N1CC1CCCCC1 (stereo partly specified)

assay / compound,33,34,35,36,37,38,39,40
SRC1 inh,-15,-4,-5,-12,15,-7,13,-11
NCOA3 inh,21,15,9,7,27,4,6,-9
NOD2 RIPK2 PPI,-2,-4,-10,-2,5,-4,7,-8
COUP-TFII inh,7,-3,13,4,-26,4,10,1
TWEAK Fn14 block,-5,-4,-2,9,-4,10,11,12
EBV LMP1 NFkB,-2,-1,-5,7,-14,-10,2,14
TRAIL sens C8,4,0,-6,10,0,11,-10,31
TROY signal inh,3,-10,8,5,12,-23,12,-1
NCOA2 inhibitor,-20,-7,-9,-4,-5,-35,-12,5
LRH-1 inv ag,10,-12,4,3,17,-14,-19,-31
TLR9-MyD88 block,-19,-10,-10,-33,-9,4,-2,5

41	O=C1CC(c2ccc(F)cc2)Sc2ccccc2N1 (stereo unspecified)
42	CC1CCCCC1NC(=O)CN1C(=O)NC(C)(c2cccc(Br)c2)C1=O (stereo unspecified)
43	COc1ccc(CN2C(=O)CCC2(C)c2nnnn2-c2c(C)cccc2C)cc1 (stereo unspecified)
44	Cc1ccc(S(=O)(=O)Nc2cncnc2NS(=O)(=O)c2ccc(C)cc2)cc1
45	COCCn1c(SCc2nc3sc(C(=O)OC)c(C)c3c(=O)[nH]2)nc2ccccc21
46	COc1ccccc1OCC(=O)Nc1oc(-c2ccccc2)c(-c2ccccc2)c1C#N
47	O=C(/C=C/c1ccccc1Br)c1ccc2c(c1)OCO2
48	Cc1ccc(C)c(NC(=S)NCCSc2ccc(Cl)cc2)c1
49	O=[N+]([O-])c1ccc(-c2nnc3n2CCCCC3)cc1
50	O=C(COC(=O)c1ccccc1F)Nc1ccc(S(=O)(=O)N2CCOCC2)cc1
51	COc1ccc(N(CC(=O)NCc2ccco2)S(C)(=O)=O)cc1Cl

assay / compound,41,42,43,44,45,46,47,48,49,50,51
SRC1 inh,-11,-7,nt,-8,-1,4,-20,-25,-5,-5,-10
NCOA3 inh,-21,0,nt,1,-24,-18,-10,13,3,-2,14
NOD2 RIPK2 PPI,-6,-6,-9,-7,6,-1,-3,-2,2,-3,-12
COUP-TFII inh,5,3,7,-2,-6,18,-18,-3,-24,-1,-2
TWEAK Fn14 block,5,-3,5,-11,2,0,27,-3,11,-4,1
EBV LMP1 NFkB,-4,-3,nt,4,-10,-7,1,-8,-1,-3,6
TRAIL sens C8,-14,16,-3,-9,-2,-17,-18,-20,-2,-11,5
TROY signal inh,36,-2,-5,-5,4,40,-4,8,-7,10,0
NCOA2 inhibitor,-8,8,11,-2,-11,1,-10,1,-6,21,-9
LRH-1 inv ag,18,-4,27,10,4,3,-25,-14,2,5,-2
TLR9-MyD88 block,1,-9,nt,-4,12,-8,-7,3,-4,-16,5
